Bioassay records (PubChem BioAssay)
TRHR PAM – allosterically enhances the human TRH receptor. actives 0.66% (n = 360,000). P34981. TRHR cells, fluo-8 calcium fluorescence, EC20 TRH enhancement. enhancement, % at 2 µM; in the data active = enhancement above about 30%; also: 0% is about no effect
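Enhancer read-out: after compound pinning and an initial kinetic agonist-mode read, an EC20 of TRH (10 nM final) was injected and fluo-8 calcium signal (Ex 480/Em 530) followed at 1 s/cycle for 100 cycles in TRHR-expressing cells.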
RXFP1 antagonist – blocks the human relaxin receptor RXFP1. Q9HBX9. HEK293-RXFP1, relaxin-stimulated cAMP HTRF, 30 min; active compounds read low. activity change, negative = inhibition, % at 57.5 µM. actives 0.59% (n = 350,000);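 active = activity change of -60% or lower, but not beyond a set lower limit; inconclusive = change between -60% and -40%, or beyond the set limit; inactive = change above -40%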; also: % is scaled to controls: 0 for no effect and ±100 for the full control effect
Target sequence (Q9HBX9 whole entry, looked up): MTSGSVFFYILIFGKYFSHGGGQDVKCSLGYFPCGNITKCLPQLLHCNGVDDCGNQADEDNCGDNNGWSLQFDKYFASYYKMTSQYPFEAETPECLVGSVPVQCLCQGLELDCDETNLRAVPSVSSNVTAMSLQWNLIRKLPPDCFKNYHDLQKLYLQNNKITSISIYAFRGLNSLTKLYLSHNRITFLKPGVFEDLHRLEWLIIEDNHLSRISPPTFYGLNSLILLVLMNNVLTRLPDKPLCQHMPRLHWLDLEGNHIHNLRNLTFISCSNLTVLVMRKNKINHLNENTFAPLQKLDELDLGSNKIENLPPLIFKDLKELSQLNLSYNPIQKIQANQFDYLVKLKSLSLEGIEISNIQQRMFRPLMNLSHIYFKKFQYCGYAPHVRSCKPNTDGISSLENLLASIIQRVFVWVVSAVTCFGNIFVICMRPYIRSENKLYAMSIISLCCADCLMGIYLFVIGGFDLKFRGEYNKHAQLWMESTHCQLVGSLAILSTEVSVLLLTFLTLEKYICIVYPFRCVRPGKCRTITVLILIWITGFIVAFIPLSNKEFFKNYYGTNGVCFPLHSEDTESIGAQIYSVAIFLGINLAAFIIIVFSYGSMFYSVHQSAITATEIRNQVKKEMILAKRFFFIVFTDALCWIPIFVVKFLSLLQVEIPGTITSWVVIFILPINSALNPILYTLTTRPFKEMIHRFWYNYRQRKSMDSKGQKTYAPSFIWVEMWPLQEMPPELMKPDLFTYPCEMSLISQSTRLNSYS
D2 ag – D2 dopamine receptor (human) agonism; HEK293 T-REx D2 cells, calcium flux agonist mode; activation, % at 2 µM; actives 0.53% (n = 340,000); AID 485358;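 active = activation over 3 SD above normal in the single-dose calcium agonist read, cut at about 30% in these data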; also: 0% is about no effect
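Tetracycline-induced HEK293 T-REx cells with force-coupled D2 receptor, plated overnight at 30 C, loaded with no-wash calcium dye. After a 10 s baseline, compound was pin-added and calcium flux read kinetically for 180 s; calcium rises flagged agonists.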
TRHR agonist – TRH receptor (human) agonism. P34981. TRHR cells, calcium flux fluo-8, FDSS agonist mode. activation, % at 2 µM. actives 0.18% (n = 360,000); also: 0% is about no effect
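In this calcium-flux screen, cells bearing human TRHR are dye-loaded with fluo-8, baselined for 10 cycles, then exposed to library compounds; positive kinetic calcium responses during the agonist phase mark hits, with TRH as control.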
D1 potentiator – enhances dopamine response at the human D1 receptor; P21728; HEK293 TREx D1 cells, calcium flux, dopamine EC20 potentiation; potentiation, % at 10 µM; actives 0.036% (n = 360,000); in the data active = potentiation above about 30%; also: 0% is about no effect
D2 potentiator – D2 dopamine receptor (human) potentiation; HEK293 T-REx D2, calcium flux, EC20 dopamine potentiation; potentiation, % at 10 µM; P14416; actives 0.34% (n = 340,000);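 active = potentiation over 3 SD above the plate norm, cut at about 30% in these data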; also: 0% is about no effect
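Using a no-wash calcium dye in inducible, force-coupled HEK293 Trex cells expressing D2, we tracked fluorescence each second for 180 s after compound, then for 180 s after EC20 dopamine to detect augmented signalling.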
D2 antag – D2 dopamine receptor (human) antagonism; inhibition, % at 10 µM; AID 485344; actives 2% (n = 340,000); P14416; HEK293 TREx D2 cells, calcium flux, dopamine EC80; in the data active = inhibition above about 30%; also: 0% is about no effect
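Tetracycline-induced HEK293 T-REx cells expressing D2 force-coupled to calcium signalling were dye-loaded, exposed to compound for 180 s, then challenged with an EC80 of dopamine; calcium flux was followed kinetically for a further 180 s.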
D1 agonist – activates the human D1 dopamine receptor; P21728; HEK293 T-REx D1 cells, calcium flux, agonist mode; activation, % at 2 µM; actives 1% (n = 360,000); AID 504660; also: 0% is about no effect
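Inducible HEK293 T-REx D1 cells, force-coupled to calcium signalling, were plated at 4000 cells/well with tetracycline and held overnight at 30 C. After no-wash calcium dye loading, compound-evoked calcium rise over 180 s flagged agonists.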
D1 antagonist – antagonists of human D1 dopamine receptor | P21728 | HEK293 TREx D1 cells, calcium flux, dopamine EC80; active compounds read low | activity change, negative = inhibition, % at 10 µM | actives 3.2% (n = 360,000); in the data active = activity change below about -30%; also: % is scaled to controls: 0 for no effect and ±100 for the full control effect
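Compound effects on dopamine-evoked calcium signalling were measured in tetracycline-induced HEK293 Trex D1 cells. Dopamine at EC80 followed a 180 s compound pre-read, and fluorescence was tracked kinetically for 180 s more.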
The depositor's hits bear a star; ? = inconclusive; . = no result given. Rule as the data show it, unless noted: active = activation above about 30%; inactive = the rest.

SMILES | TRHR PAM | RXFP1 antagonist | D2 ag | TRHR agonist | D1 potentiator | D2 potentiator | D2 antag | D1 agonist | D1 antagonist
CCCCOC(=O)c1ccc(NC(=O)c2cc(=O)c3ccccc3o2)cc1 | 11 | 0 | -0.8 | 0.3 | -2 | 8 | . | 10 | -4
CSCCC(/C(O)=C(\C#N)c1nc2ccccc2[nH]1)N1C(=O)c2ccccc2C1=O (configuration not stated) | 5 | -5 | 0.4 | -0.8 | 2 | 7 | 0 | 1 | -31*
Cc1cc(O)ccc1C1(c2ccc(O)cc2C)OC(=O)c2ccccc21 | 6 | 0 | 0.2 | 0.4 | 0 | 7 | -3 | 9 | 5
Cc1cccc(NC(=O)CCN2C(=O)c3ccccc3C2=O)c1 | -5 | -3 | -0.3 | -1.4 | 0 | 5 | -2 | 1 | 23
Cc1onc(-c2c(Cl)cccc2Cl)c1C(N)=S | -4 | -3 | 0.7 | -0.2 | 2 | 1 | 6 | 6 | -8
CCOc1ccccc1NC(=O)CSc1nc2cc(OC)c(OC)cc2c2nc(-c3ccccc3)nn12 | 5 | . | 0.3 | -1.4 | 2 | 11 | . | 1 | -9
COc1c(S(=O)(=O)N2CCN(C)CC2)ccc(Cl)c1Cl | -5 | 2 | 0.2 | 0.3 | 3 | 4 | 10 | 7 | -11
O=CN1CCN(S(=O)(=O)c2ccc(Cl)c(C(=O)O)c2)CC1 | -5 | 8 | 1.8 | 0.4 | -9 | -7 | -19 | 3 | -10
CCSc1ccc2cc(OC)ccc2[n+]1CC | -3 | -25 | 5.9 | 1.4 | 1 | -10 | 10 | -1 | 15
C=CCCC(=O)N1CCC(CCC(=O)NC2CC2)CC1 | -3 | -1 | -0.5 | 0.5 | -4 | 2 | -1 | 3 | -9
Nc1nc(SCc2ccccc2Cl)n[nH]1 | -3 | -9 | -1.3 | -0.4 | 1 | -3 | -1 | 11 | 7
C=CCn1c(SCC(=O)N(CCOC)c2c(N)n(CCCC)c(=O)[nH]c2=O)nnc1-c1ccc(Cl)cc1 | -18 | ? | 0.3 | 0.0 | -4 | 2 | 9 | 0 | 0
COc1ccc(NC(=O)CSc2nnc(NC(=O)Nc3ccc(OC)cc3)s2)cc1 | -5 | -4 | 0.7 | 0.1 | -3 | -6 | . | 3 | .
CCn1cc(C(=O)NC(=S)Nc2ccccc2[N+](=O)[O-])cn1 | -2 | -13 | 0.5 | 0.2 | 12 | 14 | -14 | 4 | 10
S=c1nc[nH]c2c1ncn2C1CCCO1 (configuration not stated) | 3 | 0 | -1.4 | -0.4 | -6 | 7 | -4 | 0 | 14
COc1ccc(OC)c(NC(=O)CN(c2ccc(C)cc2)S(=O)(=O)c2c(C)noc2C)c1 | -4 | 6 | -0.5 | 0.1 | -7 | 1 | 10 | 2 | -9
CCC(C)NC(=O)c1ccccc1NC(=O)C(C)N(c1ccccc1)S(C)(=O)=O (configuration not stated) | 16 | 13 | 0.8 | -0.8 | 0 | 3 | 23 | 2 | 8
COc1ccc(S(=O)(=O)NCCc2sc(-c3cccnc3)nc2C)c(F)c1 | -1 | . | 0.3 | -0.2 | -4 | -7 | . | 1 | 5
CCOc1ccccc1NC(=O)Cn1cnc2c1c(=O)n(C)c(=O)n2C | 4 | 5 | 0.4 | -0.2 | 4 | -5 | . | -1 | 5
COc1ccc(NC(C)=O)cc1S(=O)(=O)N1CCc2ccccc21 | -7 | -12 | 0.4 | -0.2 | -4 | 4 | -6 | 1 | 3
O=C(Nc1oc2ccccc2c(=O)c1-c1ccc(Br)cc1)c1ccco1 | 6 | -4 | 0.1 | -0.2 | 4 | 13 | 23 | 0 | 2
CCOc1ccccc1NC(=O)CSc1nnc(-c2ccncc2)o1 | -1 | -10 | 0.7 | -0.1 | -7 | 1 | 0 | 0 | -5
CC(C)Nc1nc(N)c(C(=O)C23CC4CC(CC(C4)C2)C3)s1 | 0 | -39 | . | 3.1 | 7 | . | . | 1 | 11
CCC(C)Cn1c(C(C)O)nc2ccccc21 (configuration not stated) | 4 | -3 | 0.0 | -1.0 | -3 | 6 | 3 | 0 | -1
O=[N+]([O-])c1ccc(-c2cn(-c3ccccc3F)c(=S)[nH]2)cc1 | -6 | -40 | 2.2 | 0.9 | -6 | -2 | 23 | 4 | 6
CNC(=S)Nc1cc(C(F)(F)F)ccc1Cl | -5 | -9 | 0.1 | 0.1 | 2 | -8 | -1 | 4 | -4
O=S(=O)(c1ccccc1)C1CON(Cc2ccccc2)C1c1ccccc1 (configuration not stated) | 14 | -2 | -0.2 | 0.8 | -3 | -4 | 6 | 2 | -9
COc1ccc(-c2cc(-c3ccc(OC)c(OC)c3)n[nH]2)c(O)c1 | -3 | 3 | -0.3 | 0.7 | -5 | 0 | 13 | 0 | -12
COc1cc(OC)cc(C(=O)NCCSCc2ccco2)c1 | 25 | . | -0.4 | -1.2 | -2 | -4 | 2 | 1 | 5
COC(=O)c1sc(NC(=O)CSc2nnc(C(C)C)n2C)nc1C | 5 | -6 | 1.2 | -0.9 | -22 | 6 | -7 | 2 | -10
CCOC(=O)N1CCN(C(=O)CN(Cc2ccc(Cl)cc2)S(=O)(=O)c2ccccc2)CC1 | -6 | 8 | -1.6 | 0.6 | -1 | -7 | 1 | 3 | -39*
COC(=O)N/N=C(C)\C=C\c1ccco1 | 7 | -4 | -0.3 | 0.0 | -1 | -3 | -30 | 0 | -4
Cc1ccc(-n2c(=O)cc(N3CCC(C)CC3)[nH]c2=O)cc1 | -1 | -5 | 0.6 | -0.6 | -4 | -3 | 5 | 2 | 7
COc1cc(CC(=O)OCC(=O)Nc2ccc(S(=O)(=O)N3CCCC3)cc2)cc(OC)c1OC | -6 | 3 | 0.4 | -0.2 | -3 | -9 | -13 | 1 | -1
COC(=O)C(C)Sc1nc(N)c(NC(=O)c2ccco2)c(=O)[nH]1 (configuration not stated) | 0 | 3 | -0.4 | -0.7 | -1 | 0 | -4 | 3 | 3
CCCC(=O)N1CCN(c2nnc(-c3ccc(C)cc3)c3ccccc23)CC1 | 5 | 8 | -0.7 | -0.9 | -5 | 2 | 0 | 3 | -5

Two records drawn at random from those above:
SMILES | TRHR PAM | RXFP1 antagonist | D2 ag | TRHR agonist | D1 potentiator | D2 potentiator | D2 antag | D1 agonist | D1 antagonist
COc1ccc(NC(=O)CSc2nnc(NC(=O)Nc3ccc(OC)cc3)s2)cc1 | -5 | -4 | 0.7 | 0.1 | -3 | -6 | . | 3 | .
COc1ccc(S(=O)(=O)NCCc2sc(-c3cccnc3)nc2C)c(F)c1 | -1 | . | 0.3 | -0.2 | -4 | -7 | . | 1 | 5

Two of the compounds above, with values under each structure.
Values run as follows: TRHR PAM	RXFP1 antagonist	D2 ag	TRHR agonist	D1 potentiator	D2 potentiator	D2 antag	D1 agonist	D1 antagonist
> COc1ccc(S(=O)(=O)NCCc2sc(-c3cccnc3)nc2C)c(F)c1
  -1	.	0.3	-0.2	-4	-7	.	1	5
> CCC(C)Cn1c(C(C)O)nc2ccccc21 (configuration not stated)
  4	-3	0.0	-1.0	-3	6	3	0	-1

More compounds follow.
SMILES | TRHR PAM | RXFP1 antagonist | D2 ag | TRHR agonist | D1 potentiator | D2 potentiator | D2 antag | D1 agonist | D1 antagonist
Cc1cc(C(=O)Nc2c(C)n(C)n(-c3ccccc3)c2=O)cs1 | -6 | 1 | 0.0 | 0.2 | -3 | 7 | -10 | 1 | -15
CCOc1ccc(C2CC(=O)n3nc(-c4ccc(C)cc4)nc3S2)cc1OC (configuration not stated) | 3 | . | . | 0.1 | 4 | 19 | . | 0 | 2
COc1ccccc1C(=O)Nc1ccccc1C(=O)NCc1ccco1 | -6 | 12 | -0.4 | 0.0 | -2 | -5 | 5 | 5 | -7
NC(=O)NC(=O)CC1S/C(=N/N=C/c2ccccc2)NC1=O (configuration not stated) | -4 | 2 | 1.0 | -0.1 | -3 | -2 | 9 | 2 | 5
Cc1ccccc1OCC(=O)Nc1ccc(-c2nc3ncccc3o2)cc1 | -1 | 1 | -2.2 | -2.1 | -1 | 1 | . | -1 | -1
COc1ccccc1N(CC(=O)NCC(C)C)S(=O)(=O)c1cccs1 | -5 | 7 | -0.8 | -0.6 | -2 | 3 | 1 | 1 | -5
O=c1[nH]c2ccc(NS(=O)(=O)c3ccc(F)cc3)cc2s1 | -1 | 6 | . | -0.2 | -2 | . | . | 2 | -24
Cc1ccc(S(=O)(=O)NCC(c2ccc(N(C)C)cc2)N2CCc3ccccc32)cc1 (configuration not stated) | 3 | -21 | 0.1 | 0.2 | 0 | . | . | 0 | -2
Cc1ccc(S(=O)(=O)NC(=O)Nc2ccc(Cl)cn2)cc1 | 0 | 14 | . | 0.0 | -6 | . | . | 8 | 0
Cc1cc(C)c(NC(=O)CN(C2CCCCC2)C2CCCCC2)c(C)c1 | -1 | -10 | 2.3 | 2.2 | -2 | -7 | 9 | 3 | 2
C=CCOC(=O)C(C#N)c1nc2ccccc2nc1N1CCN(c2ccccc2OCC)CC1 (configuration not stated) | -3 | 6 | 0.3 | 0.5 | -3 | 7 | -2 | 0 | -4
COc1ccc(CC(=O)NCC(c2cccs2)S(=O)(=O)c2ccc(F)cc2)cc1 (configuration not stated) | -6 | . | 0.0 | -0.3 | -2 | -6 | . | -4 | .
O=C1c2ccccc2NC(c2ccc(-c3ccc(Br)cc3)o2)N1O (configuration not stated) | 11 | -6 | . | -0.3 | 1 | -1 | . | 6 | 9
CCc1ccccc1NC(=O)C1CCN(S(=O)(=O)c2ccc3[nH]c(=O)ccc3c2)CC1 | -2 | . | 0.2 | 0.1 | -4 | 2 | . | 0 | 17
CN1CCC(=NNC(=O)C(=O)NC2CCCCC2)CC1 | -3 | 8 | -1.0 | -0.8 | 6 | -10 | 15 | 0 | 6
COc1ccc(S(=O)(=O)N2CCCOC2CNC(=O)C(=O)NCCCn2ccnc2)cc1 (configuration not stated) | -2 | 5 | 2.2 | 0.2 | -6 | 0 | 12 | 5 | 29
CC1=C(C(=O)OCc2ccccc2)C(c2ccccc2)NC(=O)N1 (configuration not stated) | -7 | 6 | -0.1 | -0.3 | -5 | 5 | 3 | 2 | 2
CCOC(=O)C(C#N)=C1CCN(Cc2ccccc2)CC1 | -2 | 1 | 1.4 | 0.8 | 0 | 17 | 7 | 3 | 6
N#C/C(=C\c1ccccc1C(F)(F)F)C(=O)Nc1ccccc1 | -2 | -7 | 0.4 | -0.4 | -4 | 6 | -4 | 3 | -16
CCOC(=O)CN(C(=O)CN1CCOCC1)c1ccc(Br)cc1 | -2 | 0 | -0.2 | 0.4 | -12 | -8 | -14 | 2 | -8
COc1cc(NC(=O)C2=CC(c3ccc(C)cc3)=NS(=O)(=O)N2C)cc(OC)c1OC | 3 | -22 | 2.0 | -0.8 | -6 | 5 | 24 | 1 | -13
O=C1c2oc3ccccc3c(=O)c2C(c2ccc(O)cc2)N1Cc1ccc2c(c1)OCO2 (configuration not stated) | -10 | -10 | 0.0 | 0.9 | 1 | 3 | . | 3 | 1
CC(=O)Nc1ccc(C(=O)COC(=O)c2c(C)noc2C)c(F)c1 | 3 | -11 | -0.6 | 0.4 | . | -4 | -37 | 6 | -17
COc1ccccc1CNC(=O)COc1ccc2c(c1)CCC2 | 14 | -6 | -0.2 | 0.7 | -11 | -2 | -4 | 4 | 5
